E-sel TNF inh: TNF alpha driven E-selectin expression inhibition | HUVEC TNFa-induced E-selectin immunofluorescence, high content | inhibition, % at 2 µM | hit rate 0.71% among 120,000;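 active = inhibition above the batch mean plus 3 SD, and confirmed as a hit on visual image review, cut at about 43% in these data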;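 note: 0% = TNF-stimulated DMSO wells and 100% = unstimulated control wells; not every result past the cut was called active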
bCat KO growth: beta-catenin-lacking colon tumor cell growth suppression; HCT116 beta-catenin knockout viability, CellTiter-Glo, 60 h; active compounds read low; viability, % at 10 µM; hit rate 1.5% among 140,000; AID 818;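 active = viability at or under a set limit, the compound median less 4 SD, cut at about 6% in these data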;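 note: 0% = Hyamine 1622 control at 20 µM and 100% = untreated cell control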
GALR2 blocker: blocks the human galanin receptor 2; GALR2-expressing cells, antagonist mode; AID 828; inhibition, % at 4 µM; hit rate 0.39% among 140,000; O43603; in the data active = inhibition above about 27%;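 note: cells stimulated with galanin 1-16 at roughly its EC80; 0% = agonist challenge control and 100% = basal control without agonist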
Target sequence (O43603 whole entry, looked up): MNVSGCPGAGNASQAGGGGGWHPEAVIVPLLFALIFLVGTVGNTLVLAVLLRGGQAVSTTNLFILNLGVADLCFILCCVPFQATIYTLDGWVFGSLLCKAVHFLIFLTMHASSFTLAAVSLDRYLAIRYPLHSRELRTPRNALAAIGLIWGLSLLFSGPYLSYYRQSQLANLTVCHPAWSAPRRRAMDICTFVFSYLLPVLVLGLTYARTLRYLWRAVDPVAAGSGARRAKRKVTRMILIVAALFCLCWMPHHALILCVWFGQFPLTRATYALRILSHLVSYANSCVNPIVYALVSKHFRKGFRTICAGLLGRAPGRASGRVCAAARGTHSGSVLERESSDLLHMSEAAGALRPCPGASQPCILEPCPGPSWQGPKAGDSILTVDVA
Phagocyt inh: inhibitors of macrophage phagocytosis | J774A.1 macrophage IgG-bead phagocytosis, imaging | inhibition, % at 5 µM | hit rate 0.07% among 110,000;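 active = inhibition above the mean of the plate negative controls plus 5 SD, cut at about 13% in these data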;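 note: phagocytic index as fraction of beads internalized from green versus red external bead signal; plate controls were DMSO negative control for no effect and cytochalasin-D positive control for full effect; some results beyond the cut were filed as inactive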
Measles CPE: protection of cells from measles virus; hit rate 1.5% among 140,000; Measles virus-infected cells, CPE protection, absorbance; protection (pct of control), % at 4 µM; in the data active = protection mostly above about 24%, no sharp cut-off; inactive = mostly below about 26%; note: some compounds called inactive have numbers as strong as hits
PTEN del growth: suppresses growth of cells with PTEN deletion. HCT116 PTEN-null viability, CellTiter-Glo, 60 h; active compounds read low. viability, % at 10 µM. hit rate 1.2% among 140,000;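 active = viability at or below a set limit, 4 SD under the median of all tested compounds, cut at about 3.7% in these data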;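 note: PTEN knockout HCT116 line with beta catenin targeted HCT116 as companion control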
NPY Y2 blocker: antagonists of human neuropeptide Y receptor Y2; hit rate 0.99% among 140,000; NPY-Y2 expressing cells, antagonist mode; P49146; inhibition, % at 2.7 µM; in the data active = inhibition above about 17%;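 note: 0% = vehicle with agonist challenge and 100% = reference antagonist with challenge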
Target sequence (P49146 whole entry, looked up): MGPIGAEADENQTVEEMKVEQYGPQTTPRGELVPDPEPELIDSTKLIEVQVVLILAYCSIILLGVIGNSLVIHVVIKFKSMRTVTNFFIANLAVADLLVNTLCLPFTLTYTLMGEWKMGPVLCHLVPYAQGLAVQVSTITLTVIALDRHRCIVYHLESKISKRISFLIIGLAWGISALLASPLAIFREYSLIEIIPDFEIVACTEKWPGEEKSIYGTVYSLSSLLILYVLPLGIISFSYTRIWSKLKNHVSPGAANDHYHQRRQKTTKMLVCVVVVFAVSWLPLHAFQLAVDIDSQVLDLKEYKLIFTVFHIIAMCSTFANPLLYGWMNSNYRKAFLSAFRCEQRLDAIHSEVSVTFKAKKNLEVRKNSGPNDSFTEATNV
MRP1 act: activates MRP-1. AID 799. viability increase, % at 10 µM. H69AR cells + doxorubicin, viability rescue, CellTiter-Glo. hit rate 0.61% among 140,000;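 active = viability gain under doxorubicin at or above a set limit, the compound median plus 3 SD, cut at about 4.7% in these data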;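 note: MRP-1 overexpressing cells given doxorubicin 25 µM after compound pretreatment; 18-22 h compound pretreatment then 72 h with doxorubicin before readout; 0% = doxorubicin-only wells and 100% = vehicle-treated cells without doxorubicin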
Yeast lifespan up: yeast lifespan extension; inhibition of the nicotinamide effect, % at 10 µM; S. cerevisiae growth with nicotinamide, OD615; deaD strain in restrictive glucose medium; hit rate 0.68% among 130,000;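 active = inhibition above a set limit, placed 3 SD over the median of all compounds, cut at about 26% in these data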;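 note: 0% = nicotinamide-treated wells and 100% = cells grown without nicotinamide; some compounds called inactive have numbers as strong as hits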
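Measured by: optical density (absorbance) at 615 nm; System: modified budding yeast, DeaD strain; Medium: restrictive CSMM-D dextrose medium; Timing: 4 h preincubation then 48 h treatment at 30 °C.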
BB579 growth dn: chemicals that inhibit yeast BB579 growth in restrictive medium (lifespan-shortening candidates) | AID 804 | S. cerevisiae BB579 growth, OD615, 48 h | hit rate 0.51% among 140,000 | inhibition, % at 10 µM;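 active = inhibition above a set limit, 3 SD over the mean compound inhibition, cut at about 44% in these data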; note: inactives centre near -24
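System: DeaD yeast strain BB579; buffer or medium: CSMM-D dextrose restrictive medium; technique: OD at 615 nm; schedule: 4 h cell preincubation, 48 h compound exposure, 30 °C humidified; doses: single 10 µM dose; controls: amphotericin B 10 µg/mL, positive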
Active calls of the source: *; · = not tested or not shown. Hits appear at their usual frequency; 6.3% or so of the library scored in one or more.

SMILES	E-sel TNF inh	bCat KO growth	GALR2 blocker	Phagocyt inh	Measles CPE	PTEN del growth	NPY Y2 blocker	MRP1 act	Yeast lifespan up	BB579 growth dn
CC(C)Oc1ccc(S(=O)(=O)N(C(C)C)C(C)C)cn1	11	88	4	·	15	102	0	-3.3	·	-28
CCCCOC(=O)N/N=C/C=C/c1ccccc1	·	93	16	-3	6	86	5	-0.1	-4	-1
CCC(=O)OC1(C#CCOc2ccc(OC)cc2)CCN(C)CC1	-1	78	8	1	5	92	6	-1.1	-7	-62
c1ccc(Cc2nn3c(-c4ccncc4)nnc3s2)cc1	-14	94	21	0	22	107	2	-0.2	-17	-29
CCCS(=O)(=O)n1nc(-c2ccc(C)cc2)cc1N	5	90	-3	-1	21	100	0	-1.0	-9	-28
O=C(c1cccc(F)c1)N1CCN(c2ccc([N+](=O)[O-])c(N3CCOCC3)c2)CC1	·	93	-3	-6	17	89	3	-1.1	5	7
CC(=O)N1CCc2cc(Br)cc(S(=O)(=O)NCCCN3CCCC(C)C3)c21 (centres undefined)	-6	63	-2	·	3	68	4	-0.2	-3	-14
Cc1ccccc1OCC(=O)NC1=NCCS1	-5	99	6	-1	22	103	0	-0.9	-10	-78
CC(C)Nc1nc(-c2ccccc2)nc(-n2ccnc2)n1	-14	95	-11	-1	7	75	-1	0.3	-9	-23
O=C(c1ccc(S(=O)(=O)N2CCOCC2)cc1)N(Cc1ccco1)Cc1cccs1	-22	94	18	1	3	80	4	-4.6	-1	-29
COc1cccc(C2SCC(=O)N2c2ccc(Cl)cc2)c1OC (centres undefined)	·	85	3	-6	6	88	6	-1.5	4	-28
COCCNC(=O)CCn1nc(-c2ccc(Cl)cc2)ccc1=O	·	101	2	·	7	98	0	-0.6	6	-90
Cc1ccccc1-c1nsc(SCC(=O)c2ccc(Cl)cc2)n1	-17	97	3	-13	14	99	10	1.3	0	-17
Cc1onc(-c2c(F)cccc2Cl)c1C(=O)Nc1sc2c(c1C(N)=O)CCC2	-24	23	1	-1	3	15	-2	-1.0	-19	-3
C=CCn1c(CNC(=O)c2cccs2)nnc1SCC(=O)Nc1ccc(C(=O)O)cc1	-10	95	4	-1	6	82	1	-0.8	-17	-44
Cc1c(NC(=O)c2cc3c(s2)-c2ccccc2OC3)cccc1[N+](=O)[O-]	2	42	0	-2	6	53	3	1.1	0	-21
Cc1ccc(NC(=O)CC(=O)NCCN2CCOCC2)cc1	8	107	-3	-1	9	103	1	-0.5	-11	-7
CSCCC(NS(=O)(=O)c1ccc(Cl)cc1)C(=O)OCC(=O)c1c(C)[nH]c2ccccc12 (centres undefined)	·	38	-11	-2	12	15	-3	-0.8	1	-23
COc1ccc(N2CCN(C(=O)CN3CCN(C(c4ccccc4)c4ccccc4)CC3)CC2)cc1	·	88	2	-7	18	85	3	-2.9	-3	-7
Clc1ccc(/C=N/Nc2nc(Cl)nc3ccccc23)cc1	-37	88	4	·	11	80	5	-2.7	-18	-64
COC(=O)c1nn(-c2ccccc2)c(Sc2ccccc2)c1/C=N/O	-4	106	-4	3	8	88	7	-4.3	-18	-15
CC1CCN(CCOCCOc2ccccc2-c2ccccc2)CC1	-9	62	2	-1	5	63	13	-4.1	8	-50
O=C(NCC1CCCO1)C1CCN(c2ccc(S(=O)(=O)N3CCCC3)cc2)CC1 (centres undefined)	-7	99	7	-1	3	99	2	0.3	-10	-22
COC(=O)c1ccc(N2C(=O)c3cc(N4CCOCC4)c([N+](=O)[O-])cc3C2=O)cc1	5	91	-7	-5	12	89	0	1.8	-3	-43
CCn1nc(NC(=O)c2ccncc2)c2cc3ccccc3nc21	·	101	-2	-1	3	87	4	-0.4	-19	-38
COC(=O)c1ccccc1N1C(=O)[C@@H]2C(c3ccc(Br)cc3)=NO[C@@H]2C1=O	-8	83	4	-4	18	94	2	-2.8	-10	-22
CCSc1nnc(NC(=O)C(C)C)s1	·	107	-4	0	3	115	-3	-0.1	-9	-7
CN(C)c1cccc(N=C2C=C(N3CCOCC3)CC(C)(C)C2)c1	11	82	0	0	1	98	-1	-1.3	-7	-58
CCN(CC)c1ccc(-c2nn3c(-c4cccnc4)nnc3s2)cc1	-3	20	-2	·	9	21	1	-3.2	-20	-34
CC1(C)CC(=O)c2c(-c3cccs3)n[nH]c2C1	7	105	-2	·	3	105	1	-1.3	-7	8
Cc1ccc(-c2nc3ccc(C(=O)O)cc3nc2-c2ccc(C)cc2)cc1	-10	106	-7	·	2	99	-1	-3.9	2	-48
COc1cc(C2Nc3ccccc3C(=O)N2c2ccc3c(c2)OCCO3)ccc1OCC(C)C (centres undefined)	-61	82	16	-3	9	77	2	-3.7	-5	-16
COc1ccc(C(=O)CSc2cc(C)nc3nc(C)nn23)cc1OC	·	98	15	-2	9	97	-1	-0.2	-5	-40
CCOC(=O)N1CCN(C(=O)Nc2ccc3nc(C)c(C)nc3c2)CC1	·	97	-10	4	19	89	1	-2.2	-21	-23
CCCCC[n+]1ccn(-c2nc3ccccc3nc2[N-]S(=O)(=O)c2ccc(C)cc2)c1	0	94	0	·	2	83	-1	-2.7	6	-5
CC(Oc1cccc(Cl)c1)C(=O)Nc1ccc([N+](=O)[O-])cn1 (centres undefined)	10	92	0	-4	14	78	5	-1.1	-5	-37
O=C(CSc1nc2ccccc2[nH]1)Nc1ccc2c(c1)CCC2	-13	95	8	6	6	85	1	-0.3	6	-19
CC(=O)OC[C@H]1O[C@H](CCO/N=C(\C)CCN2CCCc3nc(C)c(C)cc32)C=C[C@@H]1OC(C)=O	-36	86	3	·	5	106	0	-1.5	3	-10
Cc1ccc(S(=O)(=O)/N=C(\c2ccc(F)cc2)n2c(C)nc3ccccc32)cc1	19	107	-4	·	3	91	5	-1.9	-13	-16
CCC(C(=O)NC1CCCC1)N(Cc1cccs1)C(=O)Cn1nnc(-c2ccc(OC)c(OC)c2)n1 (centres undefined)	38	71	5	·	3	66	2	-4.8	·	-29
N#C/C(=C\c1ccc([N+](=O)[O-])cc1)c1nc(C2CC2)cs1	·	91	3	-6	14	89	3	0.7	2	2
CCc1ccc2nc3c(c(C(=O)O)c2c1)CCC3	·	94	3	0	4	94	5	-1.2	-2	-16
CCSc1cc(N2CC(C)OC(C)C2)nc(-c2ccccc2Cl)n1 (centres undefined)	0	90	-10	0	5	88	0	-1.3	-5	-14
Cc1nc2ccccc2n1S(=O)(=O)c1ccc(S(=O)(=O)N2CCCCCC2)cc1	-22	107	7	-1	5	109	-1	0.2	0	-84
CC(=O)n1c2ccccc2c2ccccc21	-59	100	6	·	3	106	7	-1.8	-29	13

Single values from the results shown:
Result for CCSc1cc(N2CC(C)OC(C)C2)nc(-c2ccccc2Cl)n1 (centres undefined) in Yeast lifespan up: -5
Result for Cc1ccc(-c2nc3ccc(C(=O)O)cc3nc2-c2ccc(C)cc2)cc1 in PTEN del growth: 99

The list goes on:
SMILES	E-sel TNF inh	bCat KO growth	GALR2 blocker	Phagocyt inh	Measles CPE	PTEN del growth	NPY Y2 blocker	MRP1 act	Yeast lifespan up	BB579 growth dn
CCC(C)NC(=O)CSc1nc2ccsc2c(=O)n1NC(=O)c1ccccc1 (centres undefined)	22	96	4	-1	10	94	0	1.3	-9	-9
Cc1ccc(S(=O)(=O)N[C@H](C(=O)N2CCC3(O)CCCCC3C2)c2ccccc2)cc1 (some centres undefined)	-28	81	-3	·	14	81	0	-3.2	-13	-18
NC(=O)c1ccc(C(=O)c2ccc([N+](=O)[O-])cc2)cc1	24	88	-6	-6	7	101	3	0.4	-1	5
Oc1ccccc1Nc1ncnc2c1oc1ccccc12	1	87	4	-1	13	88	9	-1.3	-12	-6
COCCCN(C(=O)c1cccnc1SC)c1c(N)n(Cc2ccccc2)c(=O)[nH]c1=O	10	92	-1	-1	4	96	1	-0.7	-15	-26
CCCCN(CC)CCNC(=O)C1c2cc(OC)c(OC)cc2C(=O)N2CCc3ccccc3C12 (centres undefined)	1	83	-5	·	20	87	1	-3.3	-7	-22
Cc1cc(C)nc(SCc2cc(=O)c(OC(=O)c3ccc(Cl)c([N+](=O)[O-])c3)co2)n1	·	87	9	-8	2	71	7	-3.0	30*	-21
COc1ccccc1N1CCN(C(=O)c2cc3c(s2)CCC3)CC1	11	95	-10	·	12	100	6	-2.6	2	-34
Cc1cccc(N(CC(N)=O)C2SC(=O)N(c3ccccc3)C2=O)c1 (centres undefined)	·	100	-8	0	37	108	5	-1.1	-13	-34
Oc1ccc(Nc2nc(-c3ccc4ccccc4c3)cs2)cc1	14	23	18	0	6	30	-5	-6.6	-7	-19
CN(c1cccc(NC(=O)COc2ccccc2)c1)S(C)(=O)=O	-26	101	-4	·	6	97	1	0.0	-6	-57
O=C(Cc1ccc(-n2c(=S)[nH]c3ccccc3c2=O)cc1)N1CCC(N2CCCCC2)CC1	3	90	-9	0	11	97	-1	0.6	-1	-27
COCCCNC(=O)c1cccn2c(=O)c3cc4ccccc4cc3nc12	-7	4.3*	17	-1	4	4	1	-4.4	-8	17
COc1ccc(S(=O)(=O)n2ccc(-c3ccc(OCCN(C)c4ccccn4)cc3)n2)cc1	29	48	-2	·	18	54	2	-0.7	-13	-9
CC(C)CN(C(=O)COC(=O)c1cc2c(s1)CCC2)C1CCS(=O)(=O)C1 (centres undefined)	-17	98	-8	-1	12	95	2	-1.1	17	-73
Cc1ccc2nc(CSc3nnc(Nc4ccccc4F)s3)cc(=O)n2c1	3	73	9	-7	11	82	5	-2.0	2	-25
COC(=O)CN1C(=O)C2(OCCCO2)c2cc(Br)ccc21	19	98	-1	·	6	107	0	0.6	-5	-67
COc1ccc2oc(C)c(C(=O)NN)c2c1	·	96	-8	-1	1	103	2	0.2	3	-41
COC(=O)C1=C(C)NC(=S)N(C(C)=O)C1c1ccc(OC)c(OC)c1 (centres undefined)	·	103	0	-3	3	97	2	-2.8	6	-26
COc1ccc(CNC(=O)NCc2ccc(OC)c(OC)c2)cc1OC	8	106	5	0	3	98	0	-1.2	-1	-1
C=CCSc1nc2sc(C)c(C)c2c(=O)n1CC=C	12	88	-1	·	4	95	3	3.0	·	-25
COCCCNC(=O)CN1C(=O)/C(=C\c2ccc(C)cc2)Sc2ccccc21	·	98	-3	-6	9	95	3	1.5	1	-24
Cc1ccc(NC(=O)CSCC(=O)Nc2ncc3c(n2)CC(c2ccco2)CC3=O)cc1 (centres undefined)	-34	106	-1	0	4	99	0	-1.0	-13	-28
CCOC(=O)N1CCN(c2ncnc3c2oc2nc(C(C)C)c4c(c23)CCC4)CC1	-35	90	9	1	11	83	5	-1.9	-8	7
CCOC(=O)c1c(-c2ccccc2)cn2ccccc12	·	91	-2	·	8	92	5	-3.6	-24	-27
CCOc1ccc(C2C=C(c3ccc(C)cc3)Nc3nnnn32)cc1 (centres undefined)	7	71	1	2	5	82	2	-1.4	-18	-52
Cc1ccc2c(CC(=O)NC3CCCc4ccccc43)coc2c1 (centres undefined)	·	94	-2	·	8	98	5	0.0	4	-51
CCCCCOc1ccc(NC(=O)CSc2cccc3cccnc23)cc1	·	90	6	-1	25	80	1	-5.5	8	-39
NC(=O)c1ccsc1NC(=O)COC(=O)Cc1ccsc1	-32	96	-1	0	12	90	5	0.2	-7	3
